# Polio RdRp inh – poliovirus RNA polymerase inhibition; P03300; poliovirus polymerase elongation, fluorescence polarization; hits give low values; % elongation, % (compound at 16.7 µg/mL); 150,000 tested, 0.66% active; AID 588519; in the data active means % elongation below about 90%; further: some results filed as inactive read as strong as hits
# Target sequence (P03300 1749-2209 limits assumed): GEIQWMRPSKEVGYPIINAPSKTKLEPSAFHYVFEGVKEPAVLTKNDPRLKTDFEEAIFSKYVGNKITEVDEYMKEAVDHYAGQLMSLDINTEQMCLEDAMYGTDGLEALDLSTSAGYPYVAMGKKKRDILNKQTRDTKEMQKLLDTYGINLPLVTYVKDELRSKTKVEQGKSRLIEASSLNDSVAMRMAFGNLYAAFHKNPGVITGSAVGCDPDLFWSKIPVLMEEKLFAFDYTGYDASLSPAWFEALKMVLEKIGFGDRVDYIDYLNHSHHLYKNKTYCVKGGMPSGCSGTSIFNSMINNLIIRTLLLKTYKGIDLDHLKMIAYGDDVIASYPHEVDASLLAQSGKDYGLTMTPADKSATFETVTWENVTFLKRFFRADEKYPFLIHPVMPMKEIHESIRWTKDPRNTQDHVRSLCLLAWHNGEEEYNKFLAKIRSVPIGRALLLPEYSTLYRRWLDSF
# Polio RdRp inh FP z-score – further read-out of Polio RdRp inh, marked with its call; z-score; measured here: FP z-score; hits read low
# * hit, by the source's call; & = joins results of further samples.
cpd	compound	Polio RdRp inh	Polio RdRp inh FP z-score
1	COc1ccc(S(=O)(=O)N(CC(=O)Nc2ccc3c(c2)OCCO3)c2ccccc2)cc1OC	100	-0.5
2	CC(=O)Nc1cccc(-n2nnc(SCC(=O)c3ccc4c(c3)OCCCO4)n2)c1	103	0.4
3	CC1CCCC(C)N1C(=O)COC(=O)c1ccc(Cl)cc1Cl (centres undefined)	102	0
4	COC(=O)c1ccccc1NC(=O)c1cc(C)nc2c1c(C)nn2-c1ccc(C)cc1	111	0.6
5	Cc1ccccc1CNC(=O)c1oc2c(c1C)-c1[nH]ncc1CC2	105	-0.4
6	CN(C)c1ccc(/C=N/n2ncc3ccccc32)cc1	115	1.4
7	N#Cc1ccc(Cl)cc1NC(=O)COC(=O)C1CC1	102	0
8	Nc1ccc(C(=O)OC(C(=O)N2CCOCC2)c2ccccc2)cc1 (centres undefined)	107	0.6
9	CCc1ccccc1NC(=O)Cn1c2ncccc2c(=O)n1-c1ccccc1	111	0.3
10	CC1CCC(C(C)C)C(=O)/C1=C/c1ccc(N(C)C)cc1 (centres undefined)	105	0.6
11	N#Cc1ccc(OCC(=O)O)cc1	100	-1.1
12	Cc1ccc(CNC(=O)Cn2c3ccc(C)cc3c3nc4n(c(=O)c32)CCS4)cc1	104	0.8
13	CC(=O)Nc1nonc1-c1nnc(SCC(=O)Nc2cc(C)ccc2C)n1-c1ccccc1	122	3.4
14	COc1ccccc1NC(=O)Cn1nc(-c2ccc(C)cc2)c2c(c1=O)CCCC2	111	1.2
15	CC(=O)Nc1ccccc1C(=O)NN	104	0.5
16	S=C1NC2(CCCCCC2)NN1c1ccccc1	102	0.2
17	COc1ccc(Cl)cc1NC(=O)CN(C)CN1C(=O)C2CC=CCC2C1=O (centres undefined)	100	-0.4
18	CCOc1ccccc1CNS(=O)(=O)c1cc2c(cc1C)NC(=O)CO2	110	0.6
19	Cc1nc2ccc(S(=O)(=O)N(C)CC(=O)NC3CCCC3)cc2s1	103	0.5
20	Cc1ccsc1/C=N/NC(=O)c1nnn(-c2nonc2N)c1C	103	0.3
21	Cc1ccc(CNC(=O)Cn2cc(S(=O)(=O)Cc3cccc(Cl)c3)c3ccccc32)cc1	109	0.6
22	CC(C)NC(=O)CSc1nnc(-c2ccc(C(C)(C)C)cc2)n1-c1ccc2c(c1)OCO2	110	1.6
23	Cc1ccc2c(c1)C1CN(C)CCC1N2C(=O)COc1ccccc1 (centres undefined)	98	-1.1
24	CCOc1ccc(CNC(=O)c2cccc(NC(=O)N3CCSc4ncccc43)c2)cc1OC	108	0.4
25	CC(C(=O)NCc1ccco1)N(C(=O)c1ccc(Cl)nc1)C1CCCCC1 (centres undefined)	103	0.5
26	Cc1cccc(N(C)S(=O)(=O)c2ccc3[nH]c4c(c3c2)CCCC4)c1	102	-0.1
27	COc1ccc(-n2c(=O)c3ccc(C(=O)NCc4ccc(C)cc4)cc3n(CC(=O)Nc3cccc(F)c3)c2=O)cc1	106	0.3
28	COc1ccc(NC(=O)c2nnn(CC(=O)Nc3c(C)cc(C)cc3C)c2N)cc1OC	110	0.5
29	CCOc1ccc(C(C)N)cc1 (centres undefined)	102	0.3
30	Cc1onc(-c2ccccc2)c1C(=O)NC1C(=O)N2[C@@H]1SC(C)(C)[C@@H]2C(=O)O (some centres undefined)	99	-0.1
31	Cc1ccc(NC(=O)Cn2c(C)cc(C)c(C#N)c2=O)cc1F	114	1.3
32	CCN(CCO)Cc1cn[nH]c1-c1ccc(C)c(C)c1	101	-0.3
33	CC(C)(C)C(=O)COC(=O)c1ccc(NS(=O)(=O)c2cccs2)cc1O	103	-0.1
34	CSc1cccc(NC(=O)COC(=O)c2ccccc2)c1	97	-0.4
35	O=C(Cc1cn2ccsc2n1)N/N=C1\C(=O)c2cccc3cccc1c23	100	0
36	COc1ccc(C2=Nc3ccc(OC(F)(F)F)cc3NC(c3cccnc3)=N2)cc1	102	-1.4
37	CCCC(=O)ON1C(=O)c2cccc3cccc(c23)C1=O	98	-0.7
38	CNC(=S)NC1CC2CCC1C2 (centres undefined)	104	0.3
39	O=C(Nc1cccc(C(F)(F)F)c1)c1cccs1	102	0.1
40	CC(C)C1=NN(C(=O)C(O)c2ccccc2)C(O)(C(F)(F)F)C1 (centres undefined)	102	-0.1
41	CC(NC(=O)c1cccs1)c1ccccc1 (centres undefined)	103	0.4
42	O=C(CSc1nnc2sc3ccccc3n12)N1CCc2ccccc21	101	-0.1
43	Oc1ccc(Cl)cc1/C=N/c1nccs1	97	-1.6
44	CCOC(=O)C1=C(CSc2ccc(C)cc2C)NC(=O)NC1C (centres undefined)	102	-0.1
45	COc1cc(OC)cc(C(=O)NCC(=O)OC2CCOC2=O)c1 (centres undefined)	99	-0.4
46	Cc1cc(C(=O)O)c(=O)[nH]c1C	102	0.2
47	Cc1ccc(Cn2ccnc2SCC(=O)NCc2ccccc2)cc1	110	0.6
48	COc1ccc(C)cc1NC(=O)C(Cc1ccccc1)NS(=O)(=O)c1ccc(Br)s1 (centres undefined)	103	-0.6
49	CC(C)N(Cc1ccccc1)S(=O)(=O)c1ccc2c(c1)CCO2	109	0.6
50	O=C(CSc1nnc(CN2CCCC2)n1-c1ccccc1)c1ccc2c(c1)OCO2	99	-0.3

# Remaining list, next part
cpd	compound	Polio RdRp inh	Polio RdRp inh FP z-score
51	Cc1ccc(C(=O)Cn2nnc(-c3ccc(N)cc3)n2)cc1	103	0.4
52	CC(C)S(=O)(=O)c1nc2ccccc2n1CC(=O)N1CCCc2ccccc21	107	1.9
53	CCCc1nn2cc(-c3ccccc3)nc2s1	101	-0.2
54	Cc1ccc(CNC(=O)CCN2N=C(c3ccccc3)CCC2=O)cc1	101	0.2
55	CCN(c1cccc(C)c1)S(=O)(=O)c1ccc(-n2cccn2)cc1	106	-0.4
56	Cc1cc(C)n(-c2ccc(C(=O)C(C#N)c3nc4ccccc4n3C)cc2)n1 (centres undefined)	102	0.3
57	O=C1CCC(C(=O)NN2C(=O)c3cccc4cccc(c34)C2=O)=NN1	102	0
58	CC1CSc2nc3sc4c(c3c(=O)n21)CCCC4 (centres undefined)	100	-0.2
59	CSc1ccc(-c2nc3ccc(C)cn3c2NC2CCCCC2)cc1	100	-0.6
60	CCOC(=O)/C(=C(/C)N)C1CC(=O)N(c2ccc(C(=O)OCC)cc2)C1=O (centres undefined)	101	-0.7
61	N#CC(C#N)=Cc1cn(-c2ccccc2)nc1-c1ccc2c(c1)OCCO2	98	-0.3
62	O=C(O)c1ccccc1CSc1nc2cc(Cl)ccc2o1	94	-1.2
63	COc1ccc(CNCC(O)COCc2cccs2)cc1 (centres undefined)	105	0.2
64	O=C(NC1CC1)c1ccc(CSCc2cccc(F)c2)o1	102	0.1
65	CCCCCOC(=O)CSc1nc2sc3c(c2c(=O)n1Cc1ccccc1)CC(C)(C)OC3	104	-0.2
66	Oc1cccc2c1NCCC2	99	-0.9
67	CCCCn1c(CN2CCOCC2)nc2ccccc21	100	-0.8
68	Cc1c2cnn(-c3ccccc3)c(=O)c2c(C)n1C(C)C(=O)Nc1ccc(Br)cc1F (centres undefined)	104	-0.4
69	CCOc1ccc(NC(=O)N(C)CCc2c(C)nn(C)c2C)cc1	110	0.8
70	CCn1c(Sc2nnnn2-c2ccccc2)nc2cc(S(=O)(=O)N3CCOCC3)ccc21	102	0
71	CCc1cc(C(=O)Nc2sc(C)c(CC)c2C#N)no1	95	-1.3
72	CC1(C)Cc2c(ccc3ccccc23)C(=O)N1	102	0.1
73	COC(=O)c1ccccc1NCNc1ccccc1C(=O)OC	127	2.1
74	Cc1ccn2c(Nc3ccc4c(c3)OCCO4)c(-c3ccc(Cl)s3)nc2c1	110	0.3
75	CN(Cc1ccccc1)C(=O)c1cnc2sccn2c1=O	102	0.1
76	O=C1SC(Nc2ccc(Br)cc2)C(=O)N1Cc1ccccc1 (centres undefined)	104	0.6
77	Cc1cc(N2CCCCC2)nc(N2CCOCC2)n1	102	-0.1
78	CCc1cnc2c(c1SCC(=O)c1ccc(Cl)cc1)c(=O)n(C)c(=O)n2C	103	-0.6
79	COc1cccc(Cn2c(-c3cncs3)nc3ccccc32)c1	103	-0.4
80	Cc1ccn2c(NC(=O)c3cccc(Cl)c3)c(-c3ccccc3)nc2c1	104	-0.4
81	CSc1ccc(CCNC(=O)CCc2c(C)nc3ncnn3c2C)cc1	106	-0.3
82	Cc1ccc(S(=O)(=O)N2CCCC2)cc1C(=O)O	103	0.8
83	CN(C)CCN(C)Cc1cc(C(C)(C)C)c(O)c(C(C)(C)C)c1	99	-0.1
84	CCOc1ccc(NC(=O)/C=C\C(=O)N(c2ccc(C(C)C)cc2)C(C(=O)NCc2ccco2)c2ccc(F)cc2)cc1 (centres undefined)	110	0.3
85	O=C(Nc1c(O)c2ccccc2oc1=O)c1cccc(F)c1	108	1
86	Cc1cccc(C)c1NC(=S)NC12CC3CC(CC(C3)C1)C2	101	-0.4
87	N#CC1=C(N)C(C#N)=c2s/c(=C/c3cccc(F)c3)c(=O)n2C1c1cccc(F)c1 (centres undefined)	114	1.1
88	O=C(O)/C=C/c1ccc(N2CCCCCC2)cc1	101	-0.2
89	CCCS(=O)(=O)N1CCN(c2ccc(NCC3CCCO3)nn2)CC1 (centres undefined)	110	0.4
90	CN(C)CCCNc1nnnn1-c1ccccc1	98	-0.6
91	COC(CNC(=O)c1cc2c(s1)CS(=O)(=O)C2)OC	99	-1.2
92	CCN(CC)CC(O)COc1ccc(C(C)(C)CC)cc1C(C)(C)CC (centres undefined)	101	0.1
93	Oc1ccc(O)c(CN2CCCCCC2)c1	101	0
94	COc1cccc(NCc2nnc(SCC(=O)N3CCNC3=O)n2C2CCCCC2)c1	103	0.1
95	Cc1ccc(C2=N/C(=C\c3c(C)nn(-c4ccccc4)c3N3CCCC3)C(=O)O2)s1	28*	-7.1*
96	COCCNC(=O)CSc1nc2ccccc2nc1Cc1ccc(C)cc1	110	0.9
97	CCC(=O)N1c2ccccc2CC1C(=O)NCCCN1CCN(c2cc(C)ccc2C)CC1 (centres undefined)	112	1.5
98	CCCCOc1ccc(C(=O)NCCS(=O)(=O)N2CCN(c3ccccc3OC)CC2)cc1	107	0
99	CCOC(=O)c1c(N=CN(C)C)c(C#N)c2n1CCC2	102	0.2
100	COc1ccc(NCC(=O)N/N=C2\CCc3ccccc32)cc1	106	0.4

# (cont.)
cpd	compound	Polio RdRp inh	Polio RdRp inh FP z-score
101	O=S(=O)(c1ccc(O)cc1)c1ccc(O)cc1	103	0.3
102	CC(C)Oc1ccc(CNC(=O)c2cccc(NC(=O)c3nsc4ccccc34)c2)cc1	112	1.3
103	COc1ccccc1NC(=O)COC(=O)C12CC3CC(CC(C3)C1)C2	103	0.9
104	Nc1nnc(SCC(=O)N2CCN(c3ccccc3)CC2)s1	104	0.4
105	Cc1ccc(-c2ccc(CCC(=O)O)o2)cc1	101	0.2
106	CCN1CCOC(CC(=O)Nc2ccccc2C)C1=O (centres undefined)	105	0.6
107	Fc1ccc(-c2csc(NC3=NCCC3)n2)cc1	102	-0.2
108	CNC(=O)C1CC(=O)N(CCc2ccc(C)cc2)C1 (centres undefined)	101	-0.4
109	CNC(=S)NC1CC2CCC(C1)N2Cc1ccccc1 (centres undefined)	105	1.1
110	Cc1ccc(N/N=C(\C#N)C(=O)c2cc(C)nn2C(C)(C)C)cc1	100	-0.3
111	CSc1nc(C)cc(OCC(=O)N2CCCCC2)n1	104	0.6
112	COc1cc(-c2noc(-c3cc(C(C)C)[nH]n3)n2)cc(OC)c1OC	104	-0.5
113	CCCn1c(SCCCc2ccccc2)nc2c1c(=O)[nH]c(=O)n2C	98	-0.8
114	O=C(Cn1c(CN2CCOCC2)nc2sc3c(c2c1=O)CCC3)N1CCc2ccccc21	102	-0.4
115	Cc1csc2nc(O)c(C(=O)NCC(C)O)c(=O)n12 (centres undefined)	102	-0.1
116	COc1cc(Cl)c(NC(=O)CN(C)S(=O)(=O)c2ccc3[nH]c4c(c3c2)CCCC4)c(OC)c1	107	0.3
117	CCN(CC)CCCNC(=O)c1cn(CC(C)C)c(=O)c2c1c1ccccc1n2C	109	0.7
118	O=C1Nc2ccc(S(=O)(=O)Nc3ccccc3O)c3cccc1c23	105	0.1
119	COc1ccccc1CCNC(=O)c1cc2c(=O)n3cccc(C)c3nc2n1C	105	-0.3
120	CC(C)CC(C(=O)c1c(N)n(C)c(=O)n(C)c1=O)N1C(=O)c2ccccc2C1=O (centres undefined)	105	0.3
121	Cc1ccc(NC(=O)Nc2ccc(C(F)(F)F)cc2)cc1NS(C)(=O)=O	101	-0.1
122	C=CCn1c(O)c(C=Nc2ccccc2)sc1=S	101&96	-0.2&-2
123	COc1cc(C(=O)N2CCCCC2)cc(OC)c1OC	98	-0.4

# Of the compounds above, these have a thiophene ring, fused or not:
cpd	compound	Polio RdRp inh	Polio RdRp inh FP z-score
20	Cc1ccsc1/C=N/NC(=O)c1nnn(-c2nonc2N)c1C	103	0.3
33	CC(C)(C)C(=O)COC(=O)c1ccc(NS(=O)(=O)c2cccs2)cc1O	103	-0.1
39	O=C(Nc1cccc(C(F)(F)F)c1)c1cccs1	102	0.1
41	CC(NC(=O)c1cccs1)c1ccccc1 (centres undefined)	103	0.4
48	COc1ccc(C)cc1NC(=O)C(Cc1ccccc1)NS(=O)(=O)c1ccc(Br)s1 (centres undefined)	103	-0.6
58	CC1CSc2nc3sc4c(c3c(=O)n21)CCCC4 (centres undefined)	100	-0.2
63	COc1ccc(CNCC(O)COCc2cccs2)cc1 (centres undefined)	105	0.2
65	CCCCCOC(=O)CSc1nc2sc3c(c2c(=O)n1Cc1ccccc1)CC(C)(C)OC3	104	-0.2
71	CCc1cc(C(=O)Nc2sc(C)c(CC)c2C#N)no1	95	-1.3
74	Cc1ccn2c(Nc3ccc4c(c3)OCCO4)c(-c3ccc(Cl)s3)nc2c1	110	0.3
91	COC(CNC(=O)c1cc2c(s1)CS(=O)(=O)C2)OC	99	-1.2
95	Cc1ccc(C2=N/C(=C\c3c(C)nn(-c4ccccc4)c3N3CCCC3)C(=O)O2)s1	28*	-7.1*
114	O=C(Cn1c(CN2CCOCC2)nc2sc3c(c2c1=O)CCC3)N1CCc2ccccc21	102	-0.4

# This is a subset; count on the stated rates, not on these rows.
